Assay outcomes deposited in PubChem BioAssay by several laboratories.
COUP-TFII inh: NR2F2 transcriptional activity inhibitors, primary screen, cell-based, luciferase reporter, HEK293T, luminescence; HEK293T NGFI-A luciferase reporter; inhibition, % at 8.6 µM; 370,000 compounds, 0.7% hits;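 active = inhibition above a per-plate cutoff, mean inhibition of test wells between control levels plus 3 SD, cut at about 38% in these data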;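 also: cells cotransfected with COUP-TFII expression vector driving the NGFI-A reporter; 0% = median of COUP-TF2 test wells and 100% = reporter-only cells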
MC4R antagonist: MC4R antagonists of cAMP signaling, primary screen, cell-based, TR-FRET, antagonist arm of biased-ligand search; inhibition, % at 6.5 µM; MC4R-expressing cells, MTII-stimulated cAMP, LANCE TR-FRET; 360,000 compounds, 0.48% hits; AID 540295, 2011;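 active = inhibition above its plate's cutoff, the mean of tested wells on that plate plus 3 SD, cut at about 29% in these data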;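 also: 0% = Melanotan II alone and 100% = Melanotan II plus saturating MCL0020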
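system = U2OS cells with stable human MC4R expression | also added = Melanotan II challenge after compound preincubation | dosing = one concentration, 6.5 µM nominal | incubation = compound 30 min, challenge 1 h, detection 1 h | measured by = TR-FRET with Eu-cAMP and labeled anti-cAMP, 671 nm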
NR5A2 inv ag: LRH-1 (NR5A2) inverse agonists, primary screen, cell-based, luminescence, HEK293T, StAR-luciferase reporter; LRH-1 transfected, 24 h; 360,000 compounds, 0.13% hits; AID 602396, 2012; inhibition, % at 3.6 µM; Nuclear receptor subfamily 5 group A member 2 (Homo sapiens), O00482;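 active = inhibition above the mean inhibition of all tested compounds plus 3 SD, cut at about 73% in these data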;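 also: 0% = DMSO wells and 100% = reporter-only cells lacking LRH-1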
Target sequence (O00482 whole entry, looked up): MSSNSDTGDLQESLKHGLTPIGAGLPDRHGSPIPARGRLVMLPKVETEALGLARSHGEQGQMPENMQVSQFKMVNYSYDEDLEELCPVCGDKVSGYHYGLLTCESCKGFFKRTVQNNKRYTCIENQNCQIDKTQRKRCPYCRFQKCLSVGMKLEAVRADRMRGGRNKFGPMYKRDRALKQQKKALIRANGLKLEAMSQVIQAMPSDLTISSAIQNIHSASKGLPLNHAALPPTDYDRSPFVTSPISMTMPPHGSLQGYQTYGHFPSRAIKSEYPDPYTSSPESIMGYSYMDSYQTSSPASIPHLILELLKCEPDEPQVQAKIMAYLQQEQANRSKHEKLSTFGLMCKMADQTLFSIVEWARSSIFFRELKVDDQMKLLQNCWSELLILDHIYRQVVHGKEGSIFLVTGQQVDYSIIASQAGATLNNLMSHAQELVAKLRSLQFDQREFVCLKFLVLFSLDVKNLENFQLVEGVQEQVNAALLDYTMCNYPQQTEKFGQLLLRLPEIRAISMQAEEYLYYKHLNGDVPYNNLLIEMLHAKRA
LMP1 NFkB inh: EBV LMP1-driven NF-kappaB luciferase reporter inhibitors, primary screen, cell-based, luminescence, single point | LMP1-induced NF-kappaB luciferase reporter cells | inhibition, % at 12.5 µM | 350,000 compounds, 0.69% hits | AID 504558, 2011; in the data active = inhibition above about 41%;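 also: 0% = neutral control wells and 100% = reference inhibitor control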
SRC1 inh: SRC1 coactivator transcriptional activity inhibitors, primary screen, cell-based, luminescence | HEK293 GAL4-SRC1 luciferase reporter | inhibition, % at 3.6 µM | 360,000 compounds, 0.12% hits | AID 588354, 2011;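 active = inhibition above the campaign mean plus 3 SD, with each screening campaign given its own cutoff, cut at about 60% in these data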;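 also: 0% = DMSO treated cells and 100% = gossypol at 36 µM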
ABHD5-PLIN5 inh: ABHD5-PLIN5 interaction inhibitors, primary screen, cell lysate, split luciferase complementation, luminescence. Split G. princeps luciferase complementation, 4 h. inhibition, % at 4 µM. 360,000 compounds, 0.78% hits. AID 602281, 2012;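 active = inhibition above the mean inhibition across every tested compound plus 3 SD, cut at about 22% in these data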;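 also: 0% = DMSO only wells and the 100% control is not disclosed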
MC4R ag barr: MC4R agonists recruiting beta-arrestin, primary screen, cell-based, luminescence, agonist arm of biased-ligand search; activation, % at 8.9 µM; Melanocortin receptor 4 (Homo sapiens), P32245; U2OS MC4R beta-arrestin complementation; percent of melanotan II response, DMSO zero; AID 540308, 2011; 360,000 compounds, 0.98% hits;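 active = activation above a per-plate cutoff, the mean activation of sample wells on that plate plus 3 SD, cut at about 8% in these data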
SRC2 inh: inhibition of GAL4-SRC2 driven luciferase reporter, primary screen, SRC2 inhibitor project, cell-based, luminescence; Nuclear receptor coactivator 2 (Homo sapiens), Q15596; HEK293 GAL4-SRC2 luciferase reporter; inhibition, % at 9 µM; 370,000 compounds, 0.17% hits; AID 651957, 2012;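 active = inhibition above the mean inhibition of all tested compounds plus 3 SD, set per campaign, cut at about 52% in these data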;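 also: 0% = DMSO treated cells and 100% = cells given Gossypol at 36 µM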
TLR9-MyD88 block: inhibitors of TLR9-MyD88 association in cells, primary screen, cell-based, CHO, BLA complementation, fluorescence. 340,000 compounds, 0.21% hits. Toll-like receptor 9 (Homo sapiens) + Myeloid differentiation primary response protein …. inhibition, % at 4.98 µM. CCF4 FRET ratio;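 active = inhibition above the mean over all tested compounds plus 3 SD, cut at about 21% in these data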;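 also: 0% = DMSO only wells and 100% = clavulanate BLA inhibitor control wells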
NOD2-RIPK2 inh: NOD2-RIPK2 binding disruptors in cells, primary screen, fluorescence, CHO cells, BLA complementation | inhibition, % at 4.98 µM | 360,000 compounds, 0.38% hits | CCF4 ratio | Receptor-interacting serine/threonine-protein kinase 2 (Homo sapiens), O43353; in the data active = inhibition above about 21%;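 also: 0% = vehicle only and 100% = reference blocker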
Target sequence (O43353 whole entry, looked up): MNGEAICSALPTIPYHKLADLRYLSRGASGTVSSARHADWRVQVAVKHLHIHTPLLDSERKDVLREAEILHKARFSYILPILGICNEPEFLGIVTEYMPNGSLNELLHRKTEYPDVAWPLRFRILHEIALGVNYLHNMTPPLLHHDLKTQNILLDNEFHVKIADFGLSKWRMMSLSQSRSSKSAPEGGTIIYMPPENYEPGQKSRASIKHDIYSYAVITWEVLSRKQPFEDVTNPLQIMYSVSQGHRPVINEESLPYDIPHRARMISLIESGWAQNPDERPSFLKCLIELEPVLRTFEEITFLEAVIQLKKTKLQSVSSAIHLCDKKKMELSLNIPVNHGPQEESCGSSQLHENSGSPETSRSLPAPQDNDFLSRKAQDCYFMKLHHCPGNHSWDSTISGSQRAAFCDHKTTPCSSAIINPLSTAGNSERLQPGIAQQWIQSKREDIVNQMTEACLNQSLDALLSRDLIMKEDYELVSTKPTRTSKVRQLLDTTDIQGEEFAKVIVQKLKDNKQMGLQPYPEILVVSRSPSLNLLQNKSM
SRC3 inh: SRC3 coactivator transcriptional activity inhibitors, primary screen, cell-based, luminescence; HEK293 GAL4-SRC3 luciferase reporter; Nuclear receptor coactivator 3 (Homo sapiens), Q9Y6Q9; 360,000 compounds, 0.17% hits; inhibition, % at 3.6 µM;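 active = inhibition above a per-campaign cutoff, the mean of all compounds plus 3 SD, cut at about 60% in these data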;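 also: 0% = DMSO-treated cells and 100% = gossypol-treated cells at 36 µM; higher means less SRC3-driven luciferase light from the GAL4 reporter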
The depositor's hits bear a star; / = not tested or not shown. The list is partial (hit frequency here may not be typical).

SMILES	COUP-TFII inh	MC4R antagonist	NR5A2 inv ag	LMP1 NFkB inh	SRC1 inh	ABHD5-PLIN5 inh	MC4R ag barr	SRC2 inh	TLR9-MyD88 block	NOD2-RIPK2 inh	SRC3 inh
COc1ccc(Cl)cc1Nc1nc(N)nc(C(F)(F)F)n1	9	4	15	-7	-1	10	0.8	9	2	-5	17
O=C(CCNC(=O)C1CCN(S(=O)(=O)c2ccc(F)cc2)CC1)NCc1ccncc1	-10	6	-5	3	15	-7	-2.8	-13	14	6	12
Cc1ccc(C(=O)NCc2nnc(SCC(=O)Nc3ccccc3)n2C)cc1	4	10	3	-8	7	5	0.5	-32	0	-6	-13
CN(C)c1ccc(C(c2nnnn2CCOC(=O)Nc2ccc(Cl)cc2)N2CCOCC2)cc1 (configuration not stated)	-4	3	6	3	5	12	1.4	-40	-2	-3	16
CC1(C)Cc2c(sc(NC(=O)c3ccccc3Cl)c2C(=O)O)CO1	-11	8	12	0	0	5	-2.0	6	0	-1	17
O=C(CCC(=O)N1CCOCC1)NCCc1ccc(F)cc1	1	2	-25	-7	-38	-4	-0.2	-18	-3	-2	3
CN(C)C(=O)N1CCN(S(=O)(=O)c2ccc3ccccc3c2)CC1	-13	-3	10	0	3	2	-0.6	6	3	16	2
O=c1cccc2c1c1cc[nH]c3ccc(=O)n2c31	45*	0	12	16	28	-2	-1.8	29	3	-11	41
CC(=O)Nc1ccc(NC(=O)c2ccccc2Nc2ccccc2)cc1	2	-4	-17	2	-36	5	-0.3	3	5	-2	1
O=C(COC(=O)C1COc2ccccc2O1)Nc1cccc(S(=O)(=O)N2CCCCC2)c1 (configuration not stated)	-21	0	-17	-6	4	7	-0.8	-2	-9	-5	-19
CCOCCCNC(=O)c1ccc(OC2CCN(C(C)=O)CC2)c(OC)c1	-2	1	-2	2	0	4	-0.5	15	4	-2	5
OCC(O)C(O)C(O)c1cnn(-c2ccccc2)n1 (configuration not stated)	13	2	-9	-1	1	7	0.4	8	-52	-11	-9
O=C1NC(c2cccc(OCc3ccccc3)c2)Nc2ccccc21 (configuration not stated)	-18	-6	-21	61*	-15	-2	-1.4	22	-2	-2	-6
Cc1ccc(CNS(=O)(=O)N(C)C)cc1	17	9	1	0	-2	-2	-2.5	19	4	8	-13
CCOP(=O)(OCC)C(NC(=O)Nc1ccc(Cl)c(Cl)c1)C(N)=O (configuration not stated)	0	2	2	-7	-1	-1	-2.1	-18	3	-7	11

Ordered by formula weight (lowest first): 6 of the compounds above.
SMILES	COUP-TFII inh	MC4R antagonist	NR5A2 inv ag	LMP1 NFkB inh	SRC1 inh	ABHD5-PLIN5 inh	MC4R ag barr	SRC2 inh	TLR9-MyD88 block	NOD2-RIPK2 inh	SRC3 inh
OCC(O)C(O)C(O)c1cnn(-c2ccccc2)n1 (configuration not stated)	13	2	-9	-1	1	7	0.4	8	-52	-11	-9
O=C(CCC(=O)N1CCOCC1)NCCc1ccc(F)cc1	1	2	-25	-7	-38	-4	-0.2	-18	-3	-2	3
COc1ccc(Cl)cc1Nc1nc(N)nc(C(F)(F)F)n1	9	4	15	-7	-1	10	0.8	9	2	-5	17
CC1(C)Cc2c(sc(NC(=O)c3ccccc3Cl)c2C(=O)O)CO1	-11	8	12	0	0	5	-2.0	6	0	-1	17
CCOCCCNC(=O)c1ccc(OC2CCN(C(C)=O)CC2)c(OC)c1	-2	1	-2	2	0	4	-0.5	15	4	-2	5
CN(C)c1ccc(C(c2nnnn2CCOC(=O)Nc2ccc(Cl)cc2)N2CCOCC2)cc1 (configuration not stated)	-4	3	6	3	5	12	1.4	-40	-2	-3	16

Among those listed so far, these contain a Cl atom:
SMILES	COUP-TFII inh	MC4R antagonist	NR5A2 inv ag	LMP1 NFkB inh	SRC1 inh	ABHD5-PLIN5 inh	MC4R ag barr	SRC2 inh	TLR9-MyD88 block	NOD2-RIPK2 inh	SRC3 inh
COc1ccc(Cl)cc1Nc1nc(N)nc(C(F)(F)F)n1	9	4	15	-7	-1	10	0.8	9	2	-5	17
CN(C)c1ccc(C(c2nnnn2CCOC(=O)Nc2ccc(Cl)cc2)N2CCOCC2)cc1 (configuration not stated)	-4	3	6	3	5	12	1.4	-40	-2	-3	16
CC1(C)Cc2c(sc(NC(=O)c3ccccc3Cl)c2C(=O)O)CO1	-11	8	12	0	0	5	-2.0	6	0	-1	17
CCOP(=O)(OCC)C(NC(=O)Nc1ccc(Cl)c(Cl)c1)C(N)=O (configuration not stated)	0	2	2	-7	-1	-1	-2.1	-18	3	-7	11

Continuation.
SMILES	COUP-TFII inh	MC4R antagonist	NR5A2 inv ag	LMP1 NFkB inh	SRC1 inh	ABHD5-PLIN5 inh	MC4R ag barr	SRC2 inh	TLR9-MyD88 block	NOD2-RIPK2 inh	SRC3 inh
CCCn1c(SCC(=O)N2CCCC2)nc2c1c(=O)n(C)c(=O)n2C	-18	1	-4	-1	-5	-4	0.7	-19	-6	-5	10
Cc1c(Cl)cccc1-n1c(-c2cccnc2)n[nH]c1=S	0	-2	-1	3	4	-1	-1.5	0	-3	-2	8
COc1ccc2[nH]c3c(N4CCN(Cc5ccc6c(c5)OCO6)CC4)ncnc3c2c1	17	8	10	20	1	3	-0.8	-4	10	-10	-4
Cc1c(C(=O)N2CCCCCC2)c(S(=O)(=O)Nc2cccc(F)c2)c(C)n1C	0	7	5	5	2	-1	-2.2	19	-1	-2	12
O=C(Nc1c2c(nn1-c1ccccc1)CS(=O)C2)c1ccc(S(=O)(=O)N2CCOCC2)cc1 (configuration not stated)	4	16	-10	4	0	-4	-0.5	-30	-10	-1	11
Cc1cccc(-n2nc(C(=O)c3ccco3)cc(-c3nc4ccccc4[nH]3)c2=N)c1	-9	-16	-22	18	6	14	-1.5	-22	7	-3	-1
Clc1ccc(C2CC(c3cccs3)n3ncnc3N2)c(Cl)c1 (configuration not stated)	3	0	16	1	9	2	1.2	9	-5	-18	-39
CCCn1c(NCc2cccs2)nc2ccccc21	-4	-1	-4	5	-22	-5	-1.9	-25	6	-4	-5
O=C(/C=C/c1ccc2c(c1)OCO2)c1ccc[nH]1	-41	-10	-103	-15	-93	9	-0.5	-45	-2	-1	-91
CCOC(=O)c1c(NC(=O)CN2CCN(c3cccc(Cl)c3)CC2)sc(C)c1C	4	-2	4	-4	-12	4	0.8	-10	4	-9	-6
CCOc1ccc(CCN2C(=O)C(=O)N([C@@H](Cc3ccc(O)cc3)CN3CCC[C@H]3CN3C(=O)C(=O)NC[C@@H]3Cc3ccccc3)C[C@@H]2Cc2ccc(O)cc2)cc1	-5	/	25	/	/	19	/	8	/	12	/
Cc1ccc(NC(=O)CN2CCN(Cc3ccccc3)CC2)c(Br)c1	3	3	-5	3	-4	-40	4.8	-12	0	4	-10
O=C(NCc1ccco1)C(=O)NCC1OCCCN1S(=O)(=O)c1ccccc1 (configuration not stated)	15	10	14	-14	-12	-3	-0.4	-8	10	-4	19
COc1ccc(NC(=O)C2Cc3ccccc3CN2C(=O)c2ccco2)cc1 (configuration not stated)	-22	6	-44	-3	-42	3	0.9	1	-4	-9	-29
COc1ccc(-c2cc(C(F)F)n3ncc(C(=O)N4CCSCC4)c3n2)cc1	10	-1	13	9	-1	-1	-0.8	-13	-2	3	-9
COc1cc(/C=c2\sc3nc(=O)c(-c4ccccc4)nn3c2=O)ccc1OCCC(C)C	-41	8	-6	-2	-2	-4	-1.7	-25	-5	3	9
O=C(Nc1nccs1)C1CCCN1S(=O)(=O)c1cccc2cccnc12 (configuration not stated)	0	-4	-9	-6	-4	2	0.6	-3	-3	-1	15
O=C1Nc2ccccc2N(O)N1c1cc(-c2ccccc2Cl)no1	27	10	-2	17	-9	-2	-0.7	11	-2	-14	-25
Cc1ccc(CNc2nc3c([nH]2)c(=O)n(C)c(=O)n3C)cc1	-14	3	-7	-1	7	8	-0.1	2	-9	4	-21
O=C(NCCCc1nc2ccccc2[nH]1)c1ccco1	10	2	11	9	-6	14	-2.1	-9	-3	-5	17
Cc1ccc(NS(=O)(=O)c2ccc(-c3ccc(=O)[nH]n3)o2)cc1	9	5	6	-7	5	6	-0.6	-7	-3	4	7
CC(C)CN(Cc1cc(=O)oc2cc3c(cc12)CCCC3)CC(C)C	-13	9	-21	-12	-3	-3	-1.7	-8	0	-3	3
CCCCCCSC1=C(C#N)C(c2ccc(C)o2)CC(=O)N1 (configuration not stated)	-3	2	8	6	-18	-4	0.3	9	-11	3	11
COc1ccc(-c2cccc([C@H]3[C@@H]4C=CC[C@@H](C)[C@@H]4C(=O)N3Cc3ccccc3)c2)cc1	8	14	5	10	-22	-9	0.5	-2	0	-1	12
COc1ccc2oc(C(=O)N(Cc3ccco3)Cc3cccs3)c(C)c2c1	4	-3	-8	-8	-30	3	-0.2	-5	-5	-4	-40
CCc1nn(CC(=O)NCCCN(CC)CC)c(=O)c2cc3sc(C)cc3n12	5	0	10	-6	5	-4	-0.8	3	-7	-1	-1
COc1cccc(NC(=O)CCNS(=O)(=O)c2cccc3nsnc23)c1	-7	-2	7	1	-11	2	0.1	12	-4	3	-22
CCOc1ccc(S(=O)(=O)NCc2ccccn2)c(C)c1C	17	9	12	-1	8	-5	-3.0	-21	-7	4	8
O=C(CSc1nnc(-c2ccccc2)o1)c1nnc(-c2ccccc2)o1	-2	0	-33	-2	-15	-5	0.7	-5	-1	-2	-23
CNC(=S)N(C)/N=C1/C(=O)N(Cc2c(Cl)cccc2Cl)c2ccccc21	-6	-5	-19	2	-4	27*	3.5	22	14	11	6
COc1ccc(Br)cc1C(=O)Nc1ccccc1N1CCN(C(=O)c2ccccc2)CC1	12	3	-3	1	6	19	1.9	0	6	7	3
